# TRHR PAM – allosterically enhances the human TRH receptor; P34981; TRHR cells, fluo-8 calcium fluorescence, EC20 TRH enhancement; enhancement, % at 2 µM; 360,000 compounds, 0.66% hits; AID 493056; in the data active = enhancement above about 30%; also: 0% is about no effect
# Target sequence (P34981 whole entry, looked up): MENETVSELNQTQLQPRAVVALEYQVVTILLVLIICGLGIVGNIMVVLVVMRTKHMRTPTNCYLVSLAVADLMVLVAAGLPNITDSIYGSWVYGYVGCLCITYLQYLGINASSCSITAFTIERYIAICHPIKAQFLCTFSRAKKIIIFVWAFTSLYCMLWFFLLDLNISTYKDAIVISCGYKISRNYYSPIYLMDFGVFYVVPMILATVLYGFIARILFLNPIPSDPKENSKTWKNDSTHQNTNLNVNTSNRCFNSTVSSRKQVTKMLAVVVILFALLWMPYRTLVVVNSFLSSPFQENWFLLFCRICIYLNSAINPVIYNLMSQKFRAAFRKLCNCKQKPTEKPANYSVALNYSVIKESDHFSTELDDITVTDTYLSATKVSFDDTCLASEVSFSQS
#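 Enhancer read-out: after compound pinning and an initial kinetic agonist-mode read, an EC20 of TRH (10 nM final) was injected and fluo-8 calcium signal (Ex 480/Em 530) followed at 1 s/cycle for 100 cycles in TRHR-expressing cells.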
# TRHR ag – activates the human TRH receptor | 360,000 compounds, 0.18% hits | activation, % at 2 µM | TRHR cells, calcium flux fluo-8, FDSS agonist mode | AID 493084; also: 0% is about no effect
#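 TRHR-expressing cells, plated overnight in medium with 10% serum, were loaded with fluo-8 calcium dye at room temperature. After a 10 s baseline, library compound was pin-added and calcium release was recorded kinetically (ex 480/em 530) as agonist response.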
# D1 antag – human D1 dopamine receptor antagonism; HEK293 TREx D1 cells, calcium flux, dopamine EC80; active compounds read low; activity change, negative = inhibition, % at 10 µM; 360,000 compounds, 3.2% hits; in the data active = activity change below about -30%; also: % is scaled to controls: 0 for no effect and ±100 for the full control effect
#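 Kinetic fluorescence of a calcium dye serves as the read-out. D1-expressing Hek293 Trex cells, induced overnight at 30 C, are exposed to compound for 180 s before an EC80 dopamine addition, then read 180 s further.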
# RXFP1 antagonist – antagonists of human relaxin receptor RXFP1 | HEK293-RXFP1, relaxin-stimulated cAMP HTRF, 30 min; active compounds read low | activity change, negative = inhibition, % at 57.5 µM | 350,000 compounds, 0.59% hits | Q9HBX9;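 active = activity change of -60% or lower, but not beyond a set lower limit; inconclusive = change between -60% and -40%, or beyond the set limit; inactive = change above -40%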; also: % is scaled to controls: 0 for no effect and ±100 for the full control effect
# D2 potentiator – positively modulates the human D2 dopamine receptor allosterically. P14416. HEK293 T-REx D2, calcium flux, EC20 dopamine potentiation. potentiation, % at 10 µM. 340,000 compounds, 0.34% hits;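 active = potentiation over 3 SD above the plate norm, cut at about 30% in these data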; also: 0% is about no effect
# Target sequence (P14416 whole entry, looked up): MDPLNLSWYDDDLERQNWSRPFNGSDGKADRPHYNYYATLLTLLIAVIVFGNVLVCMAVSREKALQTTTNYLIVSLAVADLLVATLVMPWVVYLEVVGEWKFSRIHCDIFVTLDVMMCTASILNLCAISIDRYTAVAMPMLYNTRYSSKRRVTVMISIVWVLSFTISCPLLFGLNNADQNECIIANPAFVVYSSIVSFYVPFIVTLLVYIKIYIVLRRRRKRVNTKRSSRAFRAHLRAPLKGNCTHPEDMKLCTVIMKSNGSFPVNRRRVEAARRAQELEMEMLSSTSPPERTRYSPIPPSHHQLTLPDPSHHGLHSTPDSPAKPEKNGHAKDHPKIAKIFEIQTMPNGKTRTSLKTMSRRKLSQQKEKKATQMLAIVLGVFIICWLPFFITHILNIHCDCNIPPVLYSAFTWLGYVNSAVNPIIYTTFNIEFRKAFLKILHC
#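 Using a no-wash calcium dye in inducible, force-coupled HEK293 Trex cells expressing D2, we tracked fluorescence each second for 180 s after compound, then for 180 s after EC20 dopamine to detect augmented signalling.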
# D1 PAM – potentiators of human D1 dopamine receptor; 360,000 compounds, 0.036% hits; potentiation, % at 10 µM; P21728; HEK293 TREx D1 cells, calcium flux, dopamine EC20 potentiation; in the data active = potentiation above about 30%; also: 0% is about no effect
# D1 agonist – agonists of human D1 dopamine receptor. P21728. HEK293 T-REx D1 cells, calcium flux, agonist mode. activation, % at 2 µM. 360,000 compounds, 1% hits. AID 504660; also: 0% is about no effect
#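 Inducible HEK293 T-REx D1 cells, force-coupled to calcium signalling, were plated at 4000 cells/well with tetracycline and held overnight at 30 C. After no-wash calcium dye loading, compound-evoked calcium rise over 180 s flagged agonists.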
# D2 agonist – activates the human D2 dopamine receptor. P14416. HEK293 T-REx D2 cells, calcium flux agonist mode. activation, % at 2 µM. 340,000 compounds, 0.53% hits. AID 485358;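 active = activation over 3 SD above normal in the single-dose calcium agonist read, cut at about 30% in these data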; also: 0% is about no effect
#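 In this primary screen, compounds producing a positive calcium signal within 180 s of addition to tetracycline-induced, force-coupled HEK293 Trex D2 cells are flagged; cells are dye-loaded with a no-wash calcium kit beforehand.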
# D2 antagonist – antagonists of human D2 dopamine receptor | inhibition, % at 10 µM | HEK293 TREx D2 cells, calcium flux, dopamine EC80 | P14416 | 340,000 compounds, 2% hits; in the data active = inhibition above about 30%; also: 0% is about no effect
#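 Calcium mobilization kinetics were recorded at 1 s intervals in tetracycline-induced HEK293 T-REx D2 cells, first for 180 s after compound addition and then 180 s after EC80 dopamine.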
# Numbers without * were called inactive; ? = inconclusive; nt = no result given. Rule as the data show it, unless noted: active = activation above about 30%; inactive = the rest.
# Sample of the layout, 7 compounds:
SMILES,TRHR PAM,TRHR ag,D1 antag,RXFP1 antagonist,D2 potentiator,D1 PAM,D1 agonist,D2 agonist,D2 antagonist
COc1cc(CCC(=O)NNC(=O)c2ccc(Cl)cc2)cc(OC)c1OC,-4,0.0,-4,-3,-2,5,3,-0.7,2
Cc1ccc(C)c(C(=O)CSc2nc(N)cc(=O)[nH]2)c1,-2,-1.3,-6,-5,-2,-1,2,0.1,11
CC(C)n1c(=N)c(C(=O)NCCc2ccccc2)cc2c(=O)n3ccccc3nc21,6,-0.4,-12,2,5,-1,0,0.1,17
CNC(=O)CCc1[nH]c2ccccc2c1Sc1ccccc1,14,-0.2,-6,-3,21,-4,29,-1.5,0
COC(=O)C1CCN(C(=O)Cc2ccc(OC)c(OC)c2)CC1,10,-0.1,-28,-1,18,-3,7,0.1,3
O=C(COc1ccccc1)N1CCN=C1SCc1cccnc1,3,0.3,11,-6,1,1,5,0.7,-3
COc1ccc(C)cc1NC(=O)N1CCN(c2nnc(C)c3c(C)n(-c4ccccc4)nc23)CC1,-3,0.1,8,-1,-5,-7,1,-1.0,nt

# This part in full, previewed entries included:
SMILES,TRHR PAM,TRHR ag,D1 antag,RXFP1 antagonist,D2 potentiator,D1 PAM,D1 agonist,D2 agonist,D2 antagonist
COc1cc(CCC(=O)NNC(=O)c2ccc(Cl)cc2)cc(OC)c1OC,-4,0.0,-4,-3,-2,5,3,-0.7,2
Cc1ccc(C)c(C(=O)CSc2nc(N)cc(=O)[nH]2)c1,-2,-1.3,-6,-5,-2,-1,2,0.1,11
CC(C)n1c(=N)c(C(=O)NCCc2ccccc2)cc2c(=O)n3ccccc3nc21,6,-0.4,-12,2,5,-1,0,0.1,17
CNC(=O)CCc1[nH]c2ccccc2c1Sc1ccccc1,14,-0.2,-6,-3,21,-4,29,-1.5,0
COC(=O)C1CCN(C(=O)Cc2ccc(OC)c(OC)c2)CC1,10,-0.1,-28,-1,18,-3,7,0.1,3
O=C(COc1ccccc1)N1CCN=C1SCc1cccnc1,3,0.3,11,-6,1,1,5,0.7,-3
COc1ccc(C)cc1NC(=O)N1CCN(c2nnc(C)c3c(C)n(-c4ccccc4)nc23)CC1,-3,0.1,8,-1,-5,-7,1,-1.0,nt
COC(=O)CSc1nnc(C2COc3ccccc3O2)n1-c1ccccc1 (stereo not drawn),27,-0.6,-11,-20,19,3,4,-0.1,9
CCCCOc1ccc(C(=O)Nc2cccc(-n3cnnn3)c2)cc1OC,-1,-0.1,-21,-8,-4,-6,2,0.3,-8
COc1ccc(C(=O)N2CC(=O)Nc3ccc(C)cc3C2c2ccc(F)cc2)c(OC)c1 (stereo not drawn),-5,0.7,11,-6,1,-1,0,1.1,nt
CC[n+]1c(C)sc2c(C)cc(C)cc21,2,-0.8,4,-10,5,-1,1,2.3,-14
CCCCOc1ccc(-c2ncc(C(=O)OCC)c(N)n2)cc1,-13,0.0,6,-2,10,-3,7,0.6,-17
O=C(Nc1ccc2c(c1)OCO2)c1ccc2nc[nH]c2c1,-5,1.1,-3,3,-1,-2,0,-0.1,-5
COC(=O)c1ccc(CSc2nnc(NCc3ccccc3)s2)o1,3,-0.9,6,-11,-4,-7,0,-0.6,7
CN(c1ccccc1C(=O)Nc1cccc([N+](=O)[O-])c1)S(C)(=O)=O,-2,0.3,-15,13,-15,-4,2,-0.6,-15
CCOc1ccc(Cl)cc1S(=O)(=O)N1CCC(C(=O)NC2CC2)CC1,3,0.8,-1,-3,-4,2,1,-0.6,-6
COc1ccc(Cn2nc(C)cc2C)cc1OC,10,-0.3,-23,-2,4,-2,6,-1.1,-9
O=C(CNCCc1ccc(Cl)cc1Cl)NCc1ccco1,-5,-0.7,2,6,1,-3,3,-1.5,23
O=C(Nc1cccc(Cl)c1)c1ccc2ncsc2c1,-1,-0.2,4,3,-11,-4,1,-0.3,6
Cc1cccc(OCC(=O)NCCNC(=O)c2cnccn2)c1,-13,0.4,-2,-20,6,-1,3,0.4,-17
Cc1cc(C)cc(NC(=O)c2ccc(NC(=O)c3ccco3)cc2)c1,0,-0.6,-6,4,12,-3,11,-1.0,-6
Cn1nc(C(F)(F)F)c(C(=O)Nc2cccc(Cl)c2)c1Cl,-1,-0.2,-1,11,16,3,1,-0.8,3
CCOC(=S)N/C(=N\S(=O)(=O)c1ccccc1)c1ccccc1,0,0.3,5,-12,1,-3,0,0.3,-9
O=C(Cn1c(C(F)(F)F)nc2ccccc21)c1ccc(Cl)cc1,-4,0.0,5,0,0,-1,2,-0.6,-1
COc1ccccc1CNC(=O)C1CCCN(c2nn3cc(-c4ccc(F)cc4)nc3s2)C1 (stereo not drawn),15,-0.1,3,0,5,2,0,0.4,nt
CCN(CC)C(=O)c1ccccc1NS(=O)(=O)c1ccc(C)cc1,-5,0.1,6,21,-5,0,0,0.8,1
COc1ccc(C2=NCC(CSc3nccc(=O)[nH]3)S2)cc1 (stereo not drawn),10,-0.2,-3,-5,16,-3,2,0.3,3
Cc1ccccc1-n1c(C)nnc1SCc1cc(=O)oc2ccc3ccccc3c12,1,-0.2,4,nt,0,-7,9,-0.7,2
CCC(=O)Nc1ccc(CC)cc1-c1nc2ccccc2n(Cc2ccccc2)c1=O,3,1.1,-10,-12,-6,-2,2,1.0,nt
O=C(Cn1cnc2c(cnn2-c2ccccc2)c1=O)Nc1cc(S(=O)(=O)N2CCOCC2)ccc1Cl,-7,1.0,-3,-4,-1,-2,5,0.4,-16
CCOC(=O)C1=NOC2C3CC(C12)C1C(=O)N(CCc2ccc(OC)c(OC)c2)C(=O)C31 (stereo not drawn),-14,-0.2,4,13,-7,5,1,1.1,5
COc1ccccc1NS(=O)(=O)c1cc(NC(=O)c2[nH]c(C)c(C(C)=O)c2C)ccc1N1CCOCC1,3,0.7,8,-3,1,-8,3,-0.4,-9
CCC(c1nnnn1C(C)(C)CC)N1CCN(c2ccccc2F)CC1 (stereo not drawn),-1,0.2,1,-17,nt,5,4,nt,nt
COC(=O)c1c(C(=O)OC)c(-c2ccc(F)cc2)n2c1CSC2,-5,4.7,-6,-12,-4,0,0,-0.3,7
O=C(NCc1cccnc1)c1ccc(-c2cc3ccccc3oc2=O)cc1,0,0.1,-27,1,4,-8,6,0.3,25
Cc1c(O)c2c(=O)n(-c3ccccc3)c(-c3ccccc3)cc2oc1=O,0,-0.4,-21,1,-3,-2,-1,2.3,-2
O=C(NCCc1c[nH]c2ccccc12)C1CCCN(S(=O)(=O)c2ccccc2)C1 (stereo not drawn),-7,0.2,5,2,11,-3,15,0.7,-11
Cc1[nH]c(=O)[nH]c(=O)c1S(=O)(=O)N1CCN(c2ccccc2Cl)CC1,23,0.4,-4,-22,-4,-6,1,-0.1,nt
COc1ccccc1N(CC(=O)NCCSCc1ccco1)S(=O)(=O)c1ccccc1,-9,-0.9,5,-6,8,-2,1,1.0,-19
CCOc1ccc(S(=O)(=O)N2CCN(C(=S)NCC3CCCO3)CC2)cc1 (stereo not drawn),4,-0.1,-4,-6,10,-2,0,0.0,-23
COC(=O)Nc1ccc(S(=O)(=O)Nc2cccc3ccccc23)cc1,-1,0.4,-8,-2,-7,-6,13,-1.2,-9
O=C1CCC(c2ccccc2)=NN1,10,0.3,1,-2,nt,8,4,-0.5,-11
COc1ccc(/C=N/NC(=O)c2cccnc2)cc1,3,-0.3,8,-8,4,0,4,0.0,6
O=C(Nc1cc(-c2nc3ccccc3o2)ccc1Cl)c1cc([N+](=O)[O-])ccc1N1CCOCC1,3,0.7,-2,nt,1,-5,-1,-0.2,nt
C/C(=N\NC(=O)COc1cccc2ccccc12)c1cccs1,-2,0.1,6,-28,2,0,8,nt,nt
CC(=O)Nc1nonc1NC(=O)CSc1nc2ccccc2o1,2,0.9,-10,-1,-1,2,4,-0.8,1
CN(C)Cc1c(C(=O)N/N=C/c2ccc(OCc3c(F)cccc3Cl)cc2)nnn1-c1nonc1N,0,1.4,5,5,16,6,8,-1.5,-7
Cc1ccc(CNc2nc(-c3cccs3)nc3ccccc23)cc1,-1,0.4,-2,-12,12,-2,10,0.2,-19
CC1(C)CC(NCc2ccc3c(c2)OCO3)CCO1 (stereo not drawn),-1,-0.3,-10,5,19,-6,7,-0.5,2
N#C/C(=C\c1ccc(OCc2ccc(Br)cc2)cc1)C(=O)Nc1cccc(C(=O)O)c1,-6,-0.4,-1,?,-2,-3,0,-0.6,26
CNC(=S)NNC(=O)c1sccc1OCc1ccccc1,-9,-0.4,1,-11,0,-3,0,0.5,5
O=C(c1ccccc1)c1c[nH]c2cc3c(cc2c1=O)OCCO3,-5,0.3,-2,-19,-10,0,1,-0.6,11
Cc1ccc(OCC(=O)Nc2cccc(-c3nc4ccccc4s3)c2)cc1,-2,0.5,-5,-11,1,0,5,1.2,nt
C/C(=N\n1cnnc1)c1ccccc1,-1,-1.4,-23,3,0,2,2,0.6,-1
Cc1ccc(Cn2ccc(NC(=O)c3c(-c4ccccc4Cl)noc3C)n2)cc1,-3,0.2,nt,1,11,-3,11,0.2,7
CCOC(=O)C(C(=O)NCC1CCCO1)C1CCCCC1 (stereo not drawn),1,0.2,10,-12,-2,-6,0,0.5,-33
O=C(Cn1nnc(-c2ccc(Cl)cc2)n1)NCc1ccco1,0,-0.7,nt,0,-7,-5,-1,-0.4,9
Cc1ccc(S(=O)(=O)N2CCCCC2)cc1C(=O)OC(C)C(=O)NCC1CCCCC1 (stereo not drawn),-23,0.7,-14,-4,3,5,6,nt,nt
Nc1cc(=O)[nH]c2nnc(SCC(=O)Nc3cccc4ccccc34)n12,3,0.2,-45*,-6,nt,3,0,2.2,-5
CCOC(=O)c1ccccc1NC(=O)Cn1cnc2c(nnn2-c2ccc(C)cc2)c1=O,-1,0.4,-3,1,-9,-1,1,1.1,-18

# Carrying on:
SMILES,TRHR PAM,TRHR ag,D1 antag,RXFP1 antagonist,D2 potentiator,D1 PAM,D1 agonist,D2 agonist,D2 antagonist
O=C(NN=C1CCCCC1)c1cc(-c2ccccc2)n[nH]1,-5,-0.8,10,2,-7,-3,2,0.9,-1
CCc1ccc(NC(=O)C(=O)NCC(c2ccc3c(c2)OCO3)N2CCN(C)CC2)cc1 (stereo not drawn),7,1.3,6,-4,6,-2,17,1.5,nt
Cc1c(O)ccc(C(=O)CN2CCN(c3ccccc3F)CC2)c1O,18,0.2,-14,-9,11,-8,1,3.8,-12
Cc1cc(C)cc(N(C(=O)CNC(=O)c2ccco2)C(C(=O)NC2CCCCC2)c2cccnc2)c1 (stereo not drawn),-5,-0.5,-13,15,nt,2,-1,1.3,6
CCn1c2ccccc2c2cc(N=C3SC(CC(=O)Nc4ccccc4OC)C(=O)N3CCOC)ccc21 (stereo not drawn),6,-0.8,-24,11,nt,-12,-1,nt,nt
CC(=O)Nc1ccc(S(=O)(=O)Nc2nc(-c3ccc(C(C)(C)C)cc3)cs2)cc1,-5,-0.5,0,6,-2,-4,0,0.6,10
CC(NC(=O)CSc1nc2ccccc2c(=O)[nH]1)c1ccccc1 (stereo not drawn),16,-0.4,-15,-6,5,2,1,-1.6,-3
CCOC(=O)[C@H]1[C@H]2COc3ccc(Br)cc3[C@@H]2N2C(=O)CN(Cc3ccccc3)C(=O)[C@@]12C,-7,-0.3,nt,nt,-7,-3,-1,0.1,5
